USP1 inh – blocks the human USP1/UAF1 deubiquitinase complex; O94782; recombinant USP1/UAF1, Ub-Rhodamine cleavage fluorescence; Potency, µM (titrated, usually from 57.1 µM), without a hit: at the highest dose activity change, negative = inhibition, most hits filed as inhibitors; 0.23% of 390,000 active; further: potency means the concentration at half of the fitted maximal effect; on the % scale 0 is the no-effect control and ±100 the full control effect; nearly all actives have a fitted effect of over 60% in size; inactives centre near -12
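1 nM enzyme complex + cpd, 15 min RT; start with Ub-Rho 150nM final; kinetic fluorescence ex 480/em 540, 6 reads q60 s. Buffer 50mM HEPES pH 7.8, 0.5mM EDTA, 0.1 mg/ml BSA, 1mM TCEP, 0.01% Tween-20.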
RGS4 inh – human RGS4 inhibition | P49798 | 0.039% of 390,000 active | AID 504845 | Potency, µM (highest dose often 114 µM), for the others: at the top dose activity change, negative = inhibition, hits mostly inhibitors | Transcreener GDP fluorescence polarization, RGS4-accelerated GTP hydrolysis; further: potency means the concentration at half of the fitted maximal effect; on the % scale 0 is the no-effect control and ±100 the full control effect; nearly all actives have a fitted effect of over 75% in size; some results filed as inactive show a strong effect at the top dose
Target sequence (P49798 whole entry, looked up): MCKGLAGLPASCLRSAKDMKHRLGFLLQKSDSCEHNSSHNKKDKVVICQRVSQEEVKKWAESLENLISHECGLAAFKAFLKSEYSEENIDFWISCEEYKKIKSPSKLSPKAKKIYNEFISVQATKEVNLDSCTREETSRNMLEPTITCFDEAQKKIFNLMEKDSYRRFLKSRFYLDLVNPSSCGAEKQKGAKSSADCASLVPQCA
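MLSMR compounds (23 nl, pin-transferred) preincubated 10 min at room temperature with a 500nM (2x) first reagent, then RGS4 at 900nM (2x) plus Transcreener GDP mix added; fluorescence polarization (620/688 nm) read before and after 90 min at 30 °C.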
GRP78 ERSR act – ER stress response induction in glioma; U87-MG GRP78 promoter luciferase reporter, 16 h; Potency, µM, without a hit: at the top dose activation, hits mostly activators; 0.02% of 420,000 active; further: potency means the concentration at half of the fitted maximal effect; series mostly up to about 76 µM; % of control where 0% means no effect; nearly all actives have a fitted effect of over 35% in size
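Stably transfected U87-MG human glioma cells carrying a GRP78-based luminescent sensor were seeded at 1000 cells/well, pin-dosed with compounds and incubated 16 h. Luciferase reagent was then added, and end-point luminescence was read after 10 min at room temperature.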
IDH1 R132H inh – blocks human mutant IDH1 R132H enzyme; Potency, µM (doses to about 76.6 µM), for inactives: top-dose activity change, negative = inhibition, usual class: inhibitors; IDH1-R132H enzyme, NADPH consumption, diaphorase/resazurin fluorescence; O75874; AID 602179; 0.093% of 390,000 active; further: potency means the concentration at half of the fitted maximal effect; on the % scale 0 is the no-effect control and ±100 the full control effect; nearly all actives have a fitted effect of over 65% in size
Target sequence (O75874 whole entry R132H, stated change not applied): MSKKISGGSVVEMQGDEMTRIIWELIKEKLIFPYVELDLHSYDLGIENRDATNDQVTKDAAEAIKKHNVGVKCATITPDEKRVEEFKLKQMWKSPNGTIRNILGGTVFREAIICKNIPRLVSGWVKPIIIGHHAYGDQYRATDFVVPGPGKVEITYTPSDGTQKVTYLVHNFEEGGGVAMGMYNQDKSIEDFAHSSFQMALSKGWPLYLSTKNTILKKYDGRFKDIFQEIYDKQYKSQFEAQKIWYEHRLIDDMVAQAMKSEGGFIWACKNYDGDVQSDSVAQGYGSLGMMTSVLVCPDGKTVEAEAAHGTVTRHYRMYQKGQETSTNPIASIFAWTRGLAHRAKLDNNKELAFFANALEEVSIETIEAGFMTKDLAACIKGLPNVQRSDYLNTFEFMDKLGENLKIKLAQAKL
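IDH1-R132H (0.5 ug/mL dispensed) in pH 7.5 Tris buffer was preincubated 30 min with compound, then given a substrate mix of 0.016 mM NADPH and 2 mM alpha-KG for 80 min at room temperature; remaining NADPH was read by diaphorase/resazurin fluorescence.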
TrxR1 substrate – substrates of rat thioredoxin reductase 1 | Potency, µM (doses to about 114 µM), for inactives: at the highest dose activity change, negative = substrate turnover | O89049 | 0.01% of 390,000 active | AID 588456 | purified TrxR1 substrate turnover, NADPH consumption readout; further: potency means the concentration at half of the fitted maximal effect; on the % scale 0 is the no-effect control and ±100 the full control effect; nearly all actives have a fitted effect of over 50% in size
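Rat TrxR1, dispensed at 90 nM, was prereduced with 400 uM NADPH (final) for 5 min at ~22 deg C, then incubated with compound 15 min before 400 uM selenite. A first-read NADPH fluorescence drop versus no-compound background flagged substrates.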
rTrxR1 inhibitor – blocks rat thioredoxin reductase 1; O89049; recombinant rTrxR1, NADPH fluorescence consumption, selenite substrate; Potency, µM (titrated, usually from 114 µM), without a hit: at the top dose activity change, negative = inhibition, usual class: inhibitors; 1% of 390,000 active; AID 588453; further: potency means the concentration at half of the fitted maximal effect; on the % scale 0 is the no-effect control and ±100 the full control effect; nearly all actives have a fitted effect of over 65% in size
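Rat TrxR1 (90 nM in the dispensed reagent) was pre-reduced with 400 uM NADPH for 5 min at room temperature, then incubated with compound for 15 min. After 400 uM selenite was added, NADPH fluorescence (Ex 340/Em 450 nm) was followed for 8 min.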
Vif-A3F inh – blocks the Vif interaction with APOBEC3F; 0.2% of 390,000 active; HeLa A3F-eYFP + Vif (tagged APOBEC3F with the HIV-1 protein that degrades it), YFP fluorescence increase; Potency, µM (highest dose often 46.1 µM), inactives show at the highest dose activity, negative = active; further: potency means the concentration at half of the fitted maximal effect; % of control where 0% means no effect; nearly all actives have a fitted effect of over 65% in size
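HeLa cells stably expressing Vif plus C-terminally eYFP-tagged A3F were seeded, incubated overnight at 37 deg C, dosed with compound, incubated overnight again at 37 deg C. Yellow fluorescence (Ex 488/Em 500-530) reported blocked Vif-mediated A3F-eYFP degradation.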
Vif-A3G inh – blocks the Vif interaction with human APOBEC3G; Q9HC16; HeLa A3G-eYFP + Vif (tagged APOBEC3G with the HIV-1 protein that degrades it), YFP fluorescence, overnight; Potency, µM (titrated, usually from 46.1 µM), inactives show at the highest dose activity, negative = active, actives largely listed as inhibitors; 0.076% of 410,000 active; AID 602310;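 further: potency means the concentration at half of the fitted maximal effect; on the % scale 0 is the no-effect control and ±100 the full control effect; nearly all actives have a fitted effect of over 60% in size; hits raise eYFP signal because A3G escapes Vif-driven loss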
Target sequence (Q9HC16 whole entry, looked up): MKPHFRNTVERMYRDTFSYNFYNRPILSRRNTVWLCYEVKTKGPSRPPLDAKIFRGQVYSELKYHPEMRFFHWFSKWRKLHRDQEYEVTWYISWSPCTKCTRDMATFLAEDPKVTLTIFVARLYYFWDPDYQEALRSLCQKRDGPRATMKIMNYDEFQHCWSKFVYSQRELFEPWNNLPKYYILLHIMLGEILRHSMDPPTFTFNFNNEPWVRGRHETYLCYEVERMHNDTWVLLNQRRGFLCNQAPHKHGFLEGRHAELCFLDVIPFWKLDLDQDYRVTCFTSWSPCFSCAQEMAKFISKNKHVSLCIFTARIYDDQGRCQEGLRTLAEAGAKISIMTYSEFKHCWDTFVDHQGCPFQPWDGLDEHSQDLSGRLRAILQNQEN
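Read-out is eYFP fluorescence (Ex 488/Em 500-530) from Vif-expressing HeLa A3G-eYFP cells; more signal means A3G escaped Vif-mediated degradation. Cells plated overnight, compound pinned in, incubated overnight at 37 deg C.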
LDHA inh – blocks human lactate dehydrogenase A; 0.15% of 480,000 active; activity change, % (values are at about 110 or 230 µM); purified LDHA, NADH/diaphorase-resazurin fluorescence; stronger effect = lower value; P00338; AID 1347041; in the data active means activity change below about -30%; inconclusive means mostly about -25% to -30%;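 further: plate controls were DMSO wells for no effect and wells without enzyme for full effect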
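Human LDH5 (2 nM) was incubated with 0.06 mM NADH and 0.2 mM pyruvate for 5 min at room temperature in Tris pH 7.4. Remaining NADH was coupled through diaphorase/resazurin, and resorufin fluorescence was read at 0 and 20 min.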
Numbers without * were called inactive; ? = inconclusive; & = joins results of further samples; [ ] = remark or other dose. Unless noted, the call rests on the fitted dose curve; in most records, active means well fitted curve in the direction sought with a large enough effect; inconclusive means small, poorly fitted or top-dose-only effect, or another doubt; inactive means no such curve, though single readings can be large; an effect the other way counts as inactive or inconclusive. Some of the compounds tested. The share of hits here may be higher or lower than overall.

Compound	USP1 inh	RGS4 inh	GRP78 ERSR act	IDH1 R132H inh	TrxR1 substrate	rTrxR1 inhibitor	Vif-A3F inh	Vif-A3G inh	LDHA inh
CCCCCCCCCCCCCC(=O)O	?	-18%	1%	6%	5%	19%	-3%	3%	2
O=C1NC(c2ccc(Cl)cc2)Oc2ccccc21 (stereo unspecified)	-20%	4%	-2%	6%	8%[2.29 µM]	26%	-15%	2%	5
O=C(c1ccncc1)N1CCN(S(=O)(=O)c2cccc(Cl)c2)CC1	-9%	11%	-3%	-2%	2%	13%	4%	3%	-13
Cc1cccc(OCC(=O)NNC(=O)CCCCC(=O)NNC(=O)COc2cccc(C)c2)c1	-22%	5%	-4%	-8%	6%	23%	5%	-6%	-5
COc1ccc(S(=O)(=O)NC2CC(=O)N(c3ccc(C)c(C)c3)C2)cc1 (stereo unspecified)	-13%	-27%	-2%	10%	3%[57.1 µM]	3%[57.1 µM]	4%	0%	-1
Cc1ccc(S(=O)(=O)c2c(C)nn(C(C)(C)C)c2OC(=O)c2cccs2)cc1	-23%	-15%	-7%	1%	-9%	12%[57.1 µM]	1%	-9%	4
CCOc1cc(C(c2c(C)[nH]n(-c3ccccc3)c2=O)c2c(C)[nH]n(-c3ccccc3)c2=O)ccc1O	-19%	-27%	-9%	20%	-7%	?	-1%	?	-3
CCOCCC(=O)Nc1cc(Cl)ccc1OC	-10%	-1%	-2%	2%	2%	5%	2%	1%	-8
CCC(OC(=O)c1ccco1)C(=O)NCc1ccc(C)cc1 (stereo unspecified)	-14%	17%	-3%	3%	9%	15%	4%	-5%	-7
O/N=C/c1ccc2ccccc2n1	-9%	0%	0%	0%	8%[57.1 µM]	23%[57.1 µM]	3%	0%	-8
O=C(CN(c1ccccn1)S(=O)(=O)c1ccccc1)N/N=C/c1cccc([N+](=O)[O-])c1	-9%	-12%	-2%	6%	2%	8%	?	1%	-7
CC1=NN(C(N)=S)C(=O)C1N=Nc1ccc(S(N)(=O)=O)cc1 (stereo unspecified)	-12%	6%	0%	?	-14%	-36%	-5%	3%	-5
COc1ccc2cc(C(c3nnnn3CCc3ccccc3)N3CCC(O)CC3)c(=O)[nH]c2c1 (stereo unspecified)	-18%	4%	-4%	1%	-2%	?	-29%	-4%	-8
COc1ccc(CNCCC(c2ccccc2)C2CCOC(C)(C)C2)cc1 (stereo unspecified)	-11%	-18%	-7%	-12%	5%	-9%[57.1 µM]	6%	0%	-3
O=C(NCC1CC1)c1cc([N+](=O)[O-])cc([N+](=O)[O-])c1	-10%	1%	-3%	11%	10%[57.1 µM]	5%[57.1 µM]	9%	0%	-2
O=C(OCC(=O)N1CCN(Cc2ccccc2)CC1)c1ccc(Cl)cc1	-6%	-16%	-1%	1%	1%	-1%	5%	2%	-5
O=C(CSc1nnc(SCc2ccccc2)s1)N/N=C/C=C\c1ccco1	-25%	-34%	-9%	7%	-2%	45µM*	-2%	2%	1
COc1cccc(NC(=O)Nc2ccc3c(c2)nc(C)n3C)c1	10%	10%	-9%	19%	1%[57.1 µM]	8%[57.1 µM]	2%	0%	-13
Cc1ccc(NC(=O)COC(=O)CNC(=O)c2cccc([N+](=O)[O-])c2)cc1S(=O)(=O)N1CCCCCC1	-8%	-25%	0%	3%	-16%[57.1 µM]	12%[57.1 µM]	-23%	-2%	1
O=C(Nc1ccccc1C(=O)OCc1cc(=O)n2nc(C3CC3)sc2n1)c1cccc(F)c1	-8%	0%	-4%	5%	-3%[57.1 µM]	1%[57.1 µM]	0%	0%	-6
O=C(O)c1ccc(CSc2nnc(-c3ccco3)n2-c2ccccc2)cc1	-16%	-5%	-3%	0%	1%	12%	2%	-7%	-2
CCC(N1CCOC1=O)S(=O)(=O)c1ccc(C)cc1 (stereo unspecified)	-15%	4%	1%	1%	0%	0%	-6%	-4%	-4
O=C(Cc1ccc(F)cc1)N1CCN=C1SCc1ccc([N+](=O)[O-])cc1	-25%	-12%	-3%	-2%	8%[57.1 µM]	25%[57.1 µM]	6%	-5%	-5
COc1ccc(Br)c(C(=O)N(C)CC(=O)Nc2ccc(N3CCOCC3)cc2)c1	-21%	13%	-4%	4%	-6%	-1%	3%	-9%	-5
CC1CN(S(=O)(=O)c2ccc(F)cc2)C(C)N1C(=O)N1CCOCC1 (stereo unspecified)	-19%	-16%	-4%	5%	3%	25%	-13%	4%	-2
Cc1ccc(S(=O)(=O)N(C)c2ccc(C(=O)O)cc2)cc1	-1%	34%	-3%	4%	11%[57.1 µM]	6%[57.1 µM]	-1%	3%	-7
CC(C)(CNC(=O)c1cc([N+](=O)[O-])ccc1N1CCC(Cc2ccccc2)CC1)N1CCOCC1	-24%	-9%	-2%	1%	-6%	-2%	1%	5%	0
CC1=C(C(=O)OC2CCCCCC2)C(c2cccc(Cl)c2)CC(=O)N1 (stereo unspecified)	-11%	7%	-7%	-11%	-9%	1%	-2%	-4%	-5
O=C(NCCN1C(=O)S/C(=C\c2ccc(F)cc2)C1=O)C1CCN(S(=O)(=O)c2cccs2)CC1	-1%	-30%	0%	-9%	3%[57.1 µM]	13%[57.1 µM]	9%	0%	-10
COc1cccc(OCCCCCCN2CCOCC2)c1	-3%	-2%	-2%	1%	-12%	-14%	-7%	0%	-2

An excerpt from above in order of heavy-atom count, high to low.
Compound	USP1 inh	RGS4 inh	GRP78 ERSR act	IDH1 R132H inh	TrxR1 substrate	rTrxR1 inhibitor	Vif-A3F inh	Vif-A3G inh	LDHA inh
O=C(O)c1ccc(CSc2nnc(-c3ccco3)n2-c2ccccc2)cc1	-16%	-5%	-3%	0%	1%	12%	2%	-7%	-2
O=C(Cc1ccc(F)cc1)N1CCN=C1SCc1ccc([N+](=O)[O-])cc1	-25%	-12%	-3%	-2%	8%[57.1 µM]	25%[57.1 µM]	6%	-5%	-5
CC1CN(S(=O)(=O)c2ccc(F)cc2)C(C)N1C(=O)N1CCOCC1 (stereo unspecified)	-19%	-16%	-4%	5%	3%	25%	-13%	4%	-2
COc1cccc(OCCCCCCN2CCOCC2)c1	-3%	-2%	-2%	1%	-12%	-14%	-7%	0%	-2
CCC(N1CCOC1=O)S(=O)(=O)c1ccc(C)cc1 (stereo unspecified)	-15%	4%	1%	1%	0%	0%	-6%	-4%	-4

Going on with the list:
Compound	USP1 inh	RGS4 inh	GRP78 ERSR act	IDH1 R132H inh	TrxR1 substrate	rTrxR1 inhibitor	Vif-A3F inh	Vif-A3G inh	LDHA inh
C[C@H](CO)N1C[C@H](C)[C@@H](CN(C)CC2CCCCC2)Oc2ccc(NS(C)(=O)=O)cc2C1=O	-21%	2%	-4%	6%	1%	9%	0%	0%	0
c1ccc(CNc2nc(-c3ccccn3)nc3ccccc23)cc1	-27%	21%	-6%	6%	-1%	8%	1%	-8%	1
COc1cccc(CC(NC(C)=O)C(=O)NC2CCN(C(=O)c3ccc(Cl)cc3)CC2)c1 (stereo unspecified)	-16%	22%	-6%	1%	6%	30%	1%	3%	-6
Cc1ccccc1OCc1nnc(SCC(=O)O)n1Cc1ccccc1	-7%	-23%	-2%	-3%	-1%[57.1 µM]	-2%[57.1 µM]	5%	0%	-3
CC(=O)Nc1ccc(S(=O)(=O)N(C)CC(=O)OCC(=O)NC(C)C23CC4CC(CC(C4)C2)C3)cc1 (stereo unspecified)	-15%	10%	-4%	2%	-7%	-7%	-16%	1%	-5
CN(C)C(CNC(=O)Cc1ccc([N+](=O)[O-])cc1)c1ccccc1 (stereo unspecified)	-15%	-1%	3%	5%	1%[57.1 µM]	36%[activator][57.1 µM]	-7%	1%	1
Cn1ncc2c(N3CCN(c4ccccc4Cl)CC3)ncnc21	10%	11%	-2%	10%	-3%[57.1 µM]	3%[57.1 µM]	4%	6%	-2
O=C1CS(=O)(=O)N(Cc2cccc(F)c2)c2ccc(Br)cc21	?	-10%	-2%&-2%	5%	-4%&-6%	79µM*	1%	-8%&-8%	0
CN1CCN(C(=S)SCc2nc(N)nc(Nc3ccc(F)cc3)n2)CC1	-6%	26%	5%	-14%	-5%	9%	1%	2%	-7

Source: PubChem (National Center for Advancing Translational Sciences (NCATS))
